Bioassay records as filed in PubChem BioAssay.
EPAC2 agonist: qHTS for Agonist of cAMP-regulated guanine nucleotide exchange factor 4 (EPAC2): primary screen; Rap guanine nucleotide exchange factor 4 (Homo sapiens), Q8WZA2; Potency, µM (titrated, usually from 154 µM), for the others: at the top dose activation, usual class: activators; EPAC2 activation, biochemical qHTS; response scale: 100% = 6.5 mM cAMP response; 360,000 tested, 0.079% active; further: potency means the concentration at half of the fitted maximal effect; nearly all actives have a fitted effect of over 50% in size
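Readout is BODIPY fluorescence (480 nm excitation, 540 nm emission), which falls as labeled GDP is exchanged off Rap1B. EPAC2 at 100 nM acted on 250 nM RAP1B-BODIPY-GDP with 50 uM GDP present.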
EPAC2 antag: qHTS for Antagonist of cAMP-regulated guanine nucleotide exchange factor 2 (EPAC2): primary screen | Rap guanine nucleotide exchange factor 4 (Homo sapiens), Q8WZA2 | EPAC2 GEF exchange of Rap1B-BODIPY-GDP, fluorescence | Potency, µM (highest dose often 114 µM), inactives show top-dose activity, negative = inhibition, hits mostly inhibitors | 360,000 tested, 0.18% active | AID 720708, 2013; further: potency means the concentration at half of the fitted maximal effect; on the % scale 0 is the no-effect control and ±100 the full control effect; nearly all actives have a fitted effect of over 45% in size; many of its hits are not listed in these tables
D3 antag: qHTS of D3 Dopamine Receptor Antagonist: qHTS | max response, negative = inhibition, % | 360,000 tested, 2.5% active | D3R cells, DiscoveRx beta-arrestin luminescence, antagonist mode; hits give low values; in the data active means max response below about -50%; inconclusive means no clear call, values can overlap the other calls; further: on the % scale 0 is the no-effect control and ±100 the full control effect; mostly tested at two doses, the higher about 12 µM
Target sequence (P35462 whole entry, looked up): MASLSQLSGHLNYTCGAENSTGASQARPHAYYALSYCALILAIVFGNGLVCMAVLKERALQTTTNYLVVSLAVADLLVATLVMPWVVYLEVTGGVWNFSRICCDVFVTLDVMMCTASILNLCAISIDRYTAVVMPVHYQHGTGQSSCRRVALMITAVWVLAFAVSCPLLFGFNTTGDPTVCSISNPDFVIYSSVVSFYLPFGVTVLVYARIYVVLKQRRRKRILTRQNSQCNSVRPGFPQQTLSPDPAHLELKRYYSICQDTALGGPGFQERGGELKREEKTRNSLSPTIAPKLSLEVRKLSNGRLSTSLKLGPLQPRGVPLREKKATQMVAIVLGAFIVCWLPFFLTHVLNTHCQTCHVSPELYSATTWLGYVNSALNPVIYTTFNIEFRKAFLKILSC
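Cells plated overnight at 1500 cells/well, then exposed to library compounds with dopamine controls for 90 minutes at 37 degrees C. DiscoveRx reagent added for 30–60 minutes at room temperature; luminescence read, quantitative HTS format.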
DRD3 agonist: qHTS of D3 Dopamine Receptor Agonist: qHTS; D(3) dopamine receptor (Homo sapiens), P35462; D3R DiscoveRx beta-arrestin cells, luminescence, 90 min; max activation, %; 410,000 tested, 0.58% active; AID 652048, 2013; in the data active means max activation above about 30%; further: 0% is about no effect; mostly tested at two doses, the higher about 12 µM
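Agonist-mode cell screen: cells plated at 1500/well and incubated overnight at 37 °C, then exposed to library compounds for 90 min at 37 °C. Detection reagent was added for 30–60 min at room temperature, and luminescence was read.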
MmCpn inh: Inhibitors of TCP-1 ring complex (TRiC) of Methanococcus maripaludis (MmCpn): qHTS; 330,000 tested, 0.031% active; purified Mm-Cpn ATPase, ADP Transcreener TR-FRET; Potency, µM (top dose mostly 76.9 µM), for inactives: at the top dose activity, negative = inhibition, usual class: inhibitors; Chaperonin Mm-Cpn (Methanococcus maripaludis); further: potency means the concentration at half of the fitted maximal effect; on the % scale 0 is the no-effect control and ±100 the full control effect; nearly all actives have a fitted effect of over 80% in size
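Measured: ADP formation by purified Mm-CPN. Conditions: 25 nM protein, 10 uM ATP, Tris pH 7.4 with Mg2+, K+ and DTT, 37°C for 30 min. Detection: Transcreener HTRF after 30 min at room temperature.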
pAkt inh: HTS Assay for Inhibitors of Akt Phophorylation: Primary Screen. Neuro2A IGF-stimulated pAkt S473 HTRF, 20 min; hits give low values. activity change, % for hits at 50 µM. 360,000 tested, 0.32% active. AID 651550, 2012; in the data active means activity change below about -80%; inconclusive means mostly about -51% to -80%; further: on the % scale 0 is the no-effect control and ±100 the full control effect
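Single-point screen (50 µM final compound) in Neuro2A cells stimulated 20 min with 6 nM IGF at 37 deg C. After lysis, Ser473-phosphorylated Akt read by HTRF (ex 330 nm, em 615/665 nm) as the 665/615 ratio.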
PTHR1 ag: qHTS for PTHR1 Agonists: Primary Screen; Potency, µM (highest dose often 115 µM), for the others: top-dose activation, most hits filed as activators; HEK293 GP2 PTHR1 cells, GloSensor cAMP luminescence, 1 h; 410,000 tested, 0.075% active; further: potency means the concentration at half of the fitted maximal effect; nearly all actives have a fitted effect of over 55% in size; some results filed as inactive show a strong effect at the top dose; inactives centre near -15; many of its hits are not listed in these tables
Target sequence (Q03431 whole entry, looked up): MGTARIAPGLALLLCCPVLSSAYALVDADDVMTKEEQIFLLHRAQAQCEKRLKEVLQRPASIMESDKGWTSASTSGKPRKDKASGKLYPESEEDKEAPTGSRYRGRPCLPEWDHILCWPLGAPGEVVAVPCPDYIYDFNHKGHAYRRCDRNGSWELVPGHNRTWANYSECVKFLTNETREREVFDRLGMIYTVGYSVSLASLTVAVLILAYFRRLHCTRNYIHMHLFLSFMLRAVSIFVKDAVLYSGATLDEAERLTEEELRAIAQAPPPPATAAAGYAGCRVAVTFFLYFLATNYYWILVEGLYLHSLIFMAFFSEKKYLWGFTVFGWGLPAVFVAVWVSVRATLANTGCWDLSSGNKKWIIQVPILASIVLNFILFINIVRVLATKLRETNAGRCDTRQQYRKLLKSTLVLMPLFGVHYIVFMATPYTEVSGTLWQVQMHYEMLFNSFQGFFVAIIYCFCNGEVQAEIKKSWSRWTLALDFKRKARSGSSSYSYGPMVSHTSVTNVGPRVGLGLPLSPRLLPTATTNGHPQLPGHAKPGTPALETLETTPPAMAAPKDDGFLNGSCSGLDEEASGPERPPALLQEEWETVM
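HEK-293-derived GP2 cells expressing PTHR1 and a GloSensor cAMP reporter, 3,000/well, plated overnight, given luciferin plus IBMX (each 0.5 mM as added) for 1 h at 37 °C, then compound for 1 h at 37 °C. Luminescence was read after 15 min at room temperature.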
CCT chaperon mod: High-Throughput Screening for Modulators of Cytosolic Chaperonin Activity. 360,000 tested, 0.3% active. purified chaperonin ATPase assay, HTRF ADP detection, 30 min. AID 651819, 2012. activity change, % (concentration not given with the values), hits read low; in the data active means activity change below about -30%; further: on the % scale 0 is the no-effect control and ±100 the full control effect
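ATPase activity: ADP formed was measured by HTRF Transcreener (665/615 nm ratio) after 30 min at 37 deg C with 10 uM ATP. Compounds screened at one 76 uM concentration against 40 or 20 nM TRiC in Tris pH 7.4/KCl/MgCl2/DTT buffer.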
Numbers without * were called inactive; i = inactive; ? = inconclusive; nt = not tested or not shown; [ ] = another dose, or the depositor's remark. Unless noted, the call rests on the fitted dose curve; in most records, active means well fitted curve in the direction sought with a large enough effect; inconclusive means small, poorly fitted or top-dose-only effect, or another doubt; inactive means no such curve, though single readings can be large; an effect the other way counts as inactive or inconclusive. Some of the compounds tested (hit frequency here may not be typical).

SMILES | EPAC2 agonist | EPAC2 antag | D3 antag | DRD3 agonist | MmCpn inh | pAkt inh | PTHR1 ag | CCT chaperon mod
O=C(Nc1ccc(S(=O)(=O)Nc2ncccn2)cc1)C1=COCCO1 | -3% | 13% | -28 | -1 | -27% | i | i | -5.1
CC(C)(C)c1ccc(C(=O)N2CCC(C(=O)NCC3CCCO3)CC2)cc1 (stereo not drawn) | -9% | -3% | 4 | -1 | 1% | i | -23%[57.5 µM] | -1.5
Cc1nn(Cc2ccccc2)c2c1C(c1ccco1)C(C#N)=C(N)O2 (stereo not drawn) | 2% | -10% | 44 | -2 | -2% | i | i | 1.8
Cc1cc(C)c(C(=O)CSc2nnc(-c3ccccc3Br)o2)cc1C | -1% | -11% | -7 | 6 | -4% | i | i | 1.0
COc1ccc(-c2coc3c(C(=O)NCCN4CCOCC4)cccc23)c(C)c1 | 16% | 1% | -2 | -5 | nt | i | -6% | -0.3
O=C(Nc1ccccc1O)c1ccc(C(=O)c2ccccc2)o1 | -8% | 2% | 13 | 5 | 1% | i | -21% | 0.7
CC(C)c1ccc(NC(=S)N2CCN(C)CC2)cc1 | 2% | 6% | 8 | -5 | -2% | i | i | 2.8
COC(=O)Cc1c(C)c2ccc(OCC(=O)c3ccc(OC)c(OC)c3)cc2oc1=O | -3% | 1% | 0 | 5 | -1% | i | i | -1.5
Cc1cc(C)nc(/N=C2\NC(=O)CC(C(=O)O)N2CCc2c[nH]c3ccccc23)n1 (stereo not drawn) | 2% | 2% | 12 | 2 | 1% | i | -14% | -0.3
CCC[N+](CC#Cc1ccccc1)(CCC)CC(=O)OCC | -8% | 3% | -1 | -3 | 0% | i | i | -3.0
CCOc1cc(C=NN2CCCCCC2)ccc1O | 6% | -2% | -27 | -4 | nt | i | -1% | 1.1
CCC(C)C(N)C1=NC(C(=O)N[C@@H](CC(C)C)C(=O)N[C@H](CCC(=O)O)C(=O)N[C@H](C(=O)N[C@H]2CCCCNC(=O)[C@H](CC(N)=O)NC(=O)[C@@H](CC(=O)O)NC(=O)[C@H](Cc3cnc[nH]3)NC(=O)[C@@H](Cc3ccccc3)NC(=O)[C@H]([C@@H](C)CC)NC(=O)[C@@H](CCCN)NC2=O)[C@@H](C)CC)CS1 (stereo partly drawn) | -12% | -9% | 15 | 14 | nt | i | -20% | -2.7
COCCn1cc(C(=O)NCCN(C)C)c2c3ccccc3n(C)c2c1=O | 6% | 17% | 0 | 5 | -2% | i | -5% | -0.1
Cc1ccc2c(c1)N(C(=O)CCC(=O)NCc1cccc(Cl)c1)CC(C)O2 (stereo not drawn) | 17% | -27% | -27 | -3 | 0% | i | i | 0.7
COc1cc(-c2cc(C(=O)Nc3cc(S(=O)(=O)N4CCOCC4)ccc3C)c3ccccc3n2)cc(OC)c1OC | 9% | -4% | 0 | -5 | -18% | i | i | -1.7
CSCC[C@H](NC(=O)NCCc1ccc(F)cc1)C(=O)O | -2% | ? | -25 | 1 | 0% | i | -1%[57.5 µM] | -1.0
Cc1ccc(CN(CC(=O)NC(C)(C)C)C(=O)CNC(=O)c2cccs2)cc1 | 8% | -5% | 10 | 6 | -1% | i | 14% | 0.6
COc1ccc(Cl)cc1N1C(=O)CC(N2CCN(S(=O)(=O)c3ccccc3F)CC2)C1=O (stereo not drawn) | 1% | 1% | -8 | -2 | 1% | i | -25% | -1.7
Cc1ccc(CC(=O)Nc2ccncc2)cc1 | 14% | -4%[57.1 µM] | 14 | 3 | -19% | i | -31%[inhibitor] | 0.1
CCCc1cc(=O)oc2cc(C)cc(OCC(=O)O)c12 | 7% | -2% | -21 | -6 | -8% | i | 8% | -1.0
COc1ccc(S(=O)(=O)NCc2ccc(F)cc2)cc1OC | 5% | 3% | 4 | 17 | 1% | i | i | 1.6
Cc1c(CC(=O)NCC(=O)N[C@H](Cc2ccccc2)C(=O)O)c(=O)oc2cc(O)ccc12 | 1% | 5% | 7 | 24 | -12% | i | 13% | -0.8
O=C(Nc1ccc(COc2ccccc2)cc1)Nc1cccc(C(=O)O)c1 | -4% | -6% | 3 | 5 | 0% | i | -32%[inhibitor] | 1.4
O=C(N/N=C\c1cn[nH]c1-c1ccccc1)c1ccc([N+](=O)[O-])cc1 | -10% | -5% | -17 | -9 | -3% | i | i | -0.3
CCc1nnc(NS(=O)(=O)c2ccc(NC(=O)c3ccc([N+](=O)[O-])s3)cc2)s1 | 2% | 0% | -22 | -5 | nt | i | i | 1.6

Gathered by group, the compounds so far containing a thiophene ring, fused or not (2)
SMILES | EPAC2 agonist | EPAC2 antag | D3 antag | DRD3 agonist | MmCpn inh | pAkt inh | PTHR1 ag | CCT chaperon mod
Cc1ccc(CN(CC(=O)NC(C)(C)C)C(=O)CNC(=O)c2cccs2)cc1 | 8% | -5% | 10 | 6 | -1% | i | 14% | 0.6
CCc1nnc(NS(=O)(=O)c2ccc(NC(=O)c3ccc([N+](=O)[O-])s3)cc2)s1 | 2% | 0% | -22 | -5 | nt | i | i | 1.6

Following part:
SMILES | EPAC2 agonist | EPAC2 antag | D3 antag | DRD3 agonist | MmCpn inh | pAkt inh | PTHR1 ag | CCT chaperon mod
COc1ccc(NC(=O)C2CC(=O)N(Cc3ccco3)C2)cc1Cl (stereo not drawn) | -1% | 2% | 10 | 3 | 1% | i | i | 1.2
CN(C)CCCNC(=O)C[C@H]1C[C@H](C(=O)N2CCOCC2)[C@@]2(CCC3CCCC3)c3[nH]c4cc(-c5ccco5)ccc4c3CCN2C1=O | 0% | 2% | -7 | -8 | -2% | i | 5% | 0.4
Cc1nc2ccccc2c(=O)n1NC(=O)Cc1ccc([N+](=O)[O-])cc1 | 18% | 1% | -8 | -5 | -7% | i | i | -4.3
CC(=O)/C(C(=N)N1CCN(Cc2ccccc2)CC1)=C(\C)O | -1% | 9% | -54* | -19 | 1% | i | i | -0.6
CCN1CCN(c2ccc(S(=O)(=O)N3CCCCC3)cc2NC(=O)c2cccc(C)c2[N+](=O)[O-])CC1 | 12% | 3% | 1 | 3 | 0% | i | -15% | 1.7
COc1cc(O)c(C(CC(=O)N2CCCCC2)c2cc(OC)c(OC)c(OC)c2)c(OC)c1 (stereo not drawn) | 4% | -11% | -5 | 7 | 2% | i | 2% | -2.7
CC(=NC1CCN(Cc2ccccc2)CC1)c1c(O)[nH]c(=O)[nH]c1=O | -3% | -1% | 23 | 2 | 0% | i | -18%[57.5 µM] | -0.5
O=C(COC(=O)CCCN1C(=O)c2cccc3cccc(c23)C1=O)NC1CCS(=O)(=O)C1 (stereo not drawn) | 0% | 6% | 3 | 2 | 2% | i | -2% | 1.3
N#CC(c1ccc(Cl)cc1)N1CCOCC1 (stereo not drawn) | 6% | 0% | -9 | -4 | 1% | i | -27% | -3.9
COc1ccccc1-c1ccc(SCC(=O)NC2CCCCC2)nn1 | 12% | 16% | 4 | -3 | -5% | i | -22% | 2.2
CCOC(=O)N1CCN(C(=O)Cn2nc(C)n3nc(-c4ccc(OC)cc4)cc3c2=O)CC1 | -8% | -24% | 9 | -1 | -6% | i | i | 1.6
Cc1ccc(S(=O)(=O)NCCN2CCOCC2)s1 | 8% | 2% | -6 | 0 | -3% | i | i | -2.5
Cc1ccc(C(C)C)c(OCCNCCc2ccccc2)c1 | 9% | -10% | ? | -23 | 0% | i | -21% | -2.6
O=C(NCCN1CCC(n2c(=O)[nH]c3ccccc32)CC1)c1ccccc1 | 6% | 16% | -113* | -13 | nt | i | i | 0.4
O=C(Nc1ccc2c(c1)OCO2)C1CCN(S(=O)(=O)c2cccc3cccnc23)CC1 | 6% | -2% | -10 | 3 | -1% | i | i | -1.6
CCc1nc2c(OCc3cccc(Cl)c3)cccn2c1N(C)C(=O)c1ccc(OC)cc1 | 10% | -28% | -15 | -12 | nt | i | -5% | 1.0
O=C(NCc1ccncc1)c1ccc(Cl)c(S(=O)(=O)N2CCOCC2)c1 | 3% | -1% | 18 | 2 | 1% | i | i | -3.0
CCn1cc(CN2CCC(C(=O)Nc3ccc(Oc4ccccc4F)cc3)CC2)cn1 | -2% | 10% | 0 | -14 | nt | i | -5% | -0.3
OC(c1ccc2ccccc2n1)c1c(Cl)cccc1Cl (stereo not drawn) | 24% | ? | -14 | -7 | nt | i | -8% | -3.2
Cc1cccn2cc(-c3ccc(Cl)cc3)nc12 | -2% | -2% | 7 | 1 | 5% | i | -47%[inhibitor] | 1.1
COC(=O)C1=C(N)c2c(F)cccc2C1(C#N)c1ccccc1 (stereo not drawn) | 0%[15.6 µM] | -50% | 21 | 2 | 1% | nt | -19%[57.5 µM] | -2.2
CC(O)(c1ccc(F)c(F)c1)c1nc(-c2cccc(C#N)c2)cs1 (stereo not drawn) | 18% | -17% | -7 | -3 | nt | i | -7% | -2.2
CCCCCCOC(=O)C[N+](C)(C)CCOC1CC2CCC1(C)C2(C)C (stereo not drawn) | 0% | -13% | 0 | 23 | -3% | i | -24% | -0.2
CCOc1ccc(-n2ccnc(SCC(=O)NC3CCCC3)c2=O)cc1 | 3% | 8% | 0 | 1 | -29% | i | i | -0.1
O=C(Nc1nnc(COc2ccc(Br)cc2)s1)c1ccco1 | 4% | -27% | -20 | -9 | -1% | i | -60%[inhibitor] | 1.1
COc1nc(-c2ccccc2)ncc1S(=O)(=O)c1ccccc1 | 20% | -17% | -5 | 1 | 1% | i | -76%[inhibitor] | -2.7
COc1ccc(N2CCN(c3nc(NCCc4ccc(OC)c(OC)c4)nc(OC)n3)CC2)cc1 | 4% | -3% | 58 | 38* | nt | i | -20%[57.5 µM] | 1.3
C[C@H](O)[C@@H]1C(=O)N2CCc3ccc(-c4ccccc4)cc3[C@@H]2C[C@@H]1N(C)C(=O)c1cccnc1 | -5% | -5% | 13 | 6 | nt | i | -9% | 0.1
